Source: PubChem
PAFAH1B3 FP inh: inhibitors of human PAFAH1B3. inhibition, % at 3.39 µM. AID 492972. Q15102. hit rate 0.28% among 340,000. recombinant PAFAH1B3, FP-rhodamine probe, fluorescence polarization;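 active = inhibition above the screen-wide average of all tested compounds plus 3 SD, cut at about 25% in these data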;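 note: 0% = enzyme with DMSO only and 100% = wells lacking PAFAH1B3 protein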
PAFAH1B2 inh: blocks human PAF acetylhydrolase 1b catalytic subunit 2. recombinant PAFAH1B2, FP-rhodamine activity probe, fluorescence polarization. inhibition, % at 3.39 µM. hit rate 1.2% among 340,000;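 active = inhibition above the mean of all tested compounds plus 3 SD, cut at about 24% in these data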;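 note: 0% = enzyme with DMSO and 100% = wells lacking PAFAH1B2; many of its hits are not listed in these tables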
LYPLA2 counter: blocks human lysophospholipase 2, a PME1 counter-screen | inhibition, % at 5.9 µM | AID 2177 | hit rate 0.38% among 320,000 | recombinant LYPLA2, FP-Rh probe fluorescence polarization;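 active = inhibition above the screen-wide mean plus 3 SD, limit set per campaign, cut at about 26% in these data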;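 note: 0% = LYPLA2 with DMSO and 100% = wells lacking LYPLA2 enzyme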
Target sequence (O95372 whole entry, looked up): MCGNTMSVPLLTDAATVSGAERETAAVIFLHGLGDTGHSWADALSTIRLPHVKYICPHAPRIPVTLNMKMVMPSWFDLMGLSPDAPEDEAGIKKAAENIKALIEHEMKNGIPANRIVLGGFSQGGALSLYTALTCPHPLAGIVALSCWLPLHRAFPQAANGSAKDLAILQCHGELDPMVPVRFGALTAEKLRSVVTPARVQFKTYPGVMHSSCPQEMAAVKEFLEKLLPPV
LYPLA1 counter: counter-screen for PME1 inhibitors: inhibitors of human LYPLA1. recombinant LYPLA1, FP-Rh probe fluorescence polarization. hit rate 0.16% among 320,000. inhibition, % at 5.9 µM. O75608. AID 2174;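 active = inhibition above the mean of all tested compounds plus 3 SD, set per campaign, cut at about 14% in these data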;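 note: inhibitors block serine hydrolase probe labeling of LYPLA1 so polarization falls; 0% = enzyme with DMSO and 100% = wells lacking LYPLA1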
Target sequence (O75608 whole entry, looked up): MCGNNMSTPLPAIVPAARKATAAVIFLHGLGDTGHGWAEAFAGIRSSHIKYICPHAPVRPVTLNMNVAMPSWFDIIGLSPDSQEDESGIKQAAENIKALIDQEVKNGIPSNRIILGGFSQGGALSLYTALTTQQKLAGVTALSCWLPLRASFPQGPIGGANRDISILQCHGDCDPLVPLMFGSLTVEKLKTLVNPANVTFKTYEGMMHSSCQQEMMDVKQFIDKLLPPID
EBNA-1 inhibitor: blocks EBNA-1 binding to DNA; EBNA-1 DNA binding, fluorescence polarization; inhibition, % at 14.8 µM; hit rate 0.34% among 300,000; AID 1950; in the data active = inhibition above about 28%
PREPL inh: human PREPL enzyme inhibition; Q4J6C6; inhibition, % at 5.96 µM; recombinant PREPL, fluorescence polarization activity-based probe; AID 2751; hit rate 0.68% among 320,000; in the data active = inhibition above about 43%;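 note: 0% = enzyme with DMSO and 100% = wells lacking enzyme; many of its hits are not listed in these tables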
PAFAH2 inh: inhibitors of human PAFAH2 | recombinant PAFAH2, FP-rhodamine activity probe, fluorescence polarization | inhibition, % at 3.39 µM | hit rate 0.99% among 340,000 | AID 492956;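 active = inhibition above the mean over all tested compounds plus 3 SD, cut at about 30% in these data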;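 note: inhibitors block probe labeling of enzyme so polarization drops; 0% = enzyme with DMSO and 100% = wells lacking PAFAH2 protein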
pPAFAH inh: inhibitors of human plasma PAF acetylhydrolase (pPAFAH); recombinant pPAFAH, FP-rhodamine probe fluorescence polarization; inhibition, % at 3.39 µM; hit rate 1.5% among 330,000;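 active = inhibition above the mean inhibition across the screen plus 3 SD, cut at about 25% in these data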;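 note: inhibitors block binding of the rhodamine activity-based probe so polarization drops; 0% = enzyme with DMSO and 100% = wells lacking pPAFAH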
Target sequence (Q13093 whole entry, looked up): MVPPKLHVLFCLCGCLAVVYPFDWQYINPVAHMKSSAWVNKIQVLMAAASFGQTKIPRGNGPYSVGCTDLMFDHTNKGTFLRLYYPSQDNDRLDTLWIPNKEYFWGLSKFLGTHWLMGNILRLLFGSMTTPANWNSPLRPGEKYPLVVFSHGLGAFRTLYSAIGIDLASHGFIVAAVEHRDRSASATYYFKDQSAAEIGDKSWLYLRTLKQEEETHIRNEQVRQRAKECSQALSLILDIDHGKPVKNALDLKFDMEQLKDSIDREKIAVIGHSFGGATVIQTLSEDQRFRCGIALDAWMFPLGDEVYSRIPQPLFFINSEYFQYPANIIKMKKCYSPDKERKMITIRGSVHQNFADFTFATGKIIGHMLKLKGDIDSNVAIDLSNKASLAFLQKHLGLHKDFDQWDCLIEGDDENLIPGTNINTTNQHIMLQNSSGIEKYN
ZTA DNA inh: ZTA (EBV) inhibition in EBNA-1 counter-screen | AID 2234 | hit rate 0.15% among 320,000 | inhibition, % at 11 µM | ZTA-DNA binding, fluorescence polarization | P03206; in the data active = inhibition above about 33%
* hit, by the source's call; x = not tested or not shown.

SMILES	PAFAH1B3 FP inh	PAFAH1B2 inh	LYPLA2 counter	LYPLA1 counter	EBNA-1 inhibitor	PREPL inh	PAFAH2 inh	pPAFAH inh	ZTA DNA inh
COC(=O)c1sc(-c2ccc(Cl)cc2)cc1NC(=O)CSCC(=O)O	7	15	-6	-14	-6	7	10	11	4
O=S(=O)(c1ccc(NC(=S)Nc2ccc(OC(F)F)cc2)cc1)N1CCOCC1	0	2	6	-4	8	12	1	5	2
Cn1c(/N=C/c2ccc3c(c2)OCO3)nc2ccccc21	4	-2	3	0	1	0	-1	-5	-2
Cc1ccc2c(Cl)cc(Cl)c(OCC(=O)Nc3cccc(S(=O)(=O)N(C)C)c3)c2n1	11	3	0	-2	12	-1	-5	5	3
CCN(CC)S(=O)(=O)c1cc([N+](=O)[O-])ccc1N1CCC(C(N)=O)CC1	3	1	10	5	-3	2	2	6	-2
CCOc1ccc(CN(C)CCc2ccccn2)cc1	9	5	1	-4	8	5	5	2	5
O=C(CSc1ncnc2c1cnn2-c1ccccc1)Nc1ccccc1	11	3	6	2	7	-1	11	6	20
Cc1c(C(=O)N2CCCC2)oc2c1-c1nn(CC(=O)NCCCOC(C)C)cc1CC2	9	2	-4	-1	-9	10	3	0	-1
COC(=O)n1c(SC)nc2ccccc21	3	0	3	2	-4	6	-4	-2	-3
Clc1ccc(Cc2nnc(-c3cccs3)o2)cc1	-4	3	-2	0	1	5	-2	2	9
Cc1cc(N2CCN(C)CC2)nc2ccc(NC(=S)N3CCOCC3)cc12	7	-1	8	3	-12	25	2	6	-13
CNC(=S)N(CCc1c(C)[nH]c2ccc(OC)cc12)Cc1cccnc1	7	4	2	6	6	17	7	4	-13
CC(=O)c1ccc(NC(=O)CN2C(=O)CCC2=O)cc1	8	4	4	2	1	8	-4	3	5
Cc1ccc2nc(NC(=O)C3CC3C)sc2c1 (configuration not stated)	2	-3	2	4	-6	16	-5	7	-17
COC(=O)c1cc(-c2ccccc2)sc1NC(=O)CN1C(=O)c2ccccc2C1=O	5	-1	-10	-6	6	-3	2	-1	10
O=C(CC12CCC(CC1)C2)NCc1ccc2c(c1)OCO2	8	2	-3	-2	-5	13	1	13	7
O=C(Nc1ccc(C(F)(F)F)cc1)N1CCN(C(=O)c2ccco2)CC1	-3	-2	0	-1	-22	0	1	5	-1
CCCCCC[N+](C)(C)CC/C=C1/c2ccccc2Sc2ccc(Cl)cc21	11	1	0	1	10	20	8	6	10
COCCCNC(=O)c1ccc(CS(=O)(=O)c2ccccc2OC)o1	4	3	7	2	0	3	-3	4	-3
Cc1ccc(S(=O)(=O)N2CCC(C)CC2)c([N+](=O)[O-])c1	x	x	-6	2	-12	9	x	0	-7
COc1cccc(-c2nc(CS(=O)(=O)CC(=O)NCCc3ccc(OC)c(OC)c3)c(C)o2)c1	7	5	8	6	-2	5	3	4	1
S=C(Nc1ccc(Cl)cc1)N1CCN(C2CCCCC2)CC1	9	4	7	1	3	3	-4	4	2
COc1ccc(CCNC(=O)CSc2cn(Cc3ccccc3)c3ccccc23)cc1OC	-1	4	-2	-1	-5	19	7	1	8
CCn1cc(/C=C/C(=O)Nc2c(C)nn(Cc3ccccc3C)c2C)cn1	8	0	0	-3	-2	10	-1	6	-5
COc1ccc(/C=C2\SC(=S)N(CC(=O)NCCO)C2=O)cc1	4	4	2	1	3	-10	-1	0	5

Gathered by group, those above with two or more sulfur atoms.
SMILES	PAFAH1B3 FP inh	PAFAH1B2 inh	LYPLA2 counter	LYPLA1 counter	EBNA-1 inhibitor	PREPL inh	PAFAH2 inh	pPAFAH inh	ZTA DNA inh
COC(=O)c1sc(-c2ccc(Cl)cc2)cc1NC(=O)CSCC(=O)O	7	15	-6	-14	-6	7	10	11	4
O=S(=O)(c1ccc(NC(=S)Nc2ccc(OC(F)F)cc2)cc1)N1CCOCC1	0	2	6	-4	8	12	1	5	2
COc1ccc(/C=C2\SC(=S)N(CC(=O)NCCO)C2=O)cc1	4	4	2	1	3	-10	-1	0	5

Individual results from the list.
Value for COC(=O)n1c(SC)nc2ccccc21 in EBNA-1 inhibitor: -4
Value for Clc1ccc(Cc2nnc(-c3cccs3)o2)cc1 in pPAFAH inh: 2

Next structures
SMILES	PAFAH1B3 FP inh	PAFAH1B2 inh	LYPLA2 counter	LYPLA1 counter	EBNA-1 inhibitor	PREPL inh	PAFAH2 inh	pPAFAH inh	ZTA DNA inh
CCc1ccc(/C(C)=N/NC(=O)c2ccccn2)cc1	7	5	3	-2	0	3	8	5	-2
Cc1coc2c(C)c3oc(=O)c(CCC(=O)N(C)CC(=O)O)c(C)c3cc12	0	4	-4	-4	-11	-7	10	5	-17
CCC(O)C(C)(C)C (configuration not stated)	9	1	3	0	x	-4	-1	0	12
O=c1cc(NCCO)c2ccccc2o1	15	3	4	-1	9	14	1	-3	-17
Cc1ccc(C(C(=O)NC2CCCCC2)N(Cc2ccccc2)C(=O)Cc2c[nH]c3ccccc23)o1 (configuration not stated)	7	13	-10	-3	-13	16	-3	5	7
C/C(=N\NC(=O)c1ccc(Cn2cc([N+](=O)[O-])cn2)o1)c1cccc(NC(=O)C(C)C)c1	0	1	-3	-2	3	6	-12	0	5
CC(C)c1ccc(NC(=O)COC(=O)/C=C/c2cccc([N+](=O)[O-])c2)cc1	2	-2	4	-1	-1	4	4	6	-13
Cc1ccc[n+](/C(C(=S)NCc2ccco2)=C(/[O-])c2ccccc2Cl)c1	7	2	11	1	5	9	10	7	-4
O=C(NCc1ccccc1)c1ccc(Oc2ccc(C(=O)NCc3ccccc3)cc2)cc1	6	-1	-1	3	12	0	-4	2	-4
CC(Cc1cccnc1)NC(=O)c1ccccc1OC1CCN(S(C)(=O)=O)CC1 (configuration not stated)	0	-2	1	-1	-10	1	-1	-5	2
O=C(Nc1ccccc1C(=O)NCc1cccnc1)c1ccccc1F	5	0	2	2	0	9	-3	-2	10
O=C(Cc1ccc(O)cc1)NC1CCCCCC1	4	1	-4	3	4	14	-3	-8	-7
CC1(C)CC(=O)c2sc(NC(=O)CN3CCCCC3)nc2C1	6	5	-2	-1	-4	18	3	-4	1
Cc1cc(-c2nnc(CCC(=O)N(CC3CC3)CC3CCCO3)o2)no1 (configuration not stated)	-1	2	1	0	-3	3	9	1	10
COCCNC(=O)CN1CCCCCC1	-1	-2	5	0	-5	-12	-2	1	7
N#Cc1nc(-c2cccc3ccccc23)oc1NCC1CCCO1 (configuration not stated)	x	x	2	4	2	18	x	9	12
COc1ccc2c(c1OC)C(=O)OC2Nc1nc(-c2cc3ccccc3oc2=O)cs1 (configuration not stated)	0	4	-5	-3	6	14	2	6	14
COc1cccc(NS(=O)(=O)c2ccc3[nH]cc(C(=O)NCCC(C)C)c(=O)c3c2)c1	-10	-5	-24	-21	-7	-7	-29	-2	-5
Cc1cc(C)cc(OCC(=O)NNC(=O)CCN2C(=O)c3ccccc3C2=O)c1	5	0	-5	0	10	-6	8	0	23
C/C(=N\NC(=O)c1ccccc1)c1ccccc1F	-4	6	7	8	7	9	6	2	-3
CCC1=Nc2cc(C(=O)NCC3CCCO3)ccc2Sc2ccc(Br)cc21 (configuration not stated)	-3	7	-9	-3	1	-5	0	-3	18
C[C@H]1CN([C@@H](C)CO)C(=O)c2cccc(NC(=O)C3CC3)c2O[C@H]1CN(C)S(=O)(=O)c1cccs1	5	10	x	x	x	6	2	-4	x
O=C(Cn1cnc2c(cnn2-c2ccccc2)c1=O)N1CCCc2ccccc21	0	3	4	2	8	-4	-7	2	14
Cc1ccccc1NC(=O)c1cccc(N2C(=O)C3C4CCC(C4)C3C2=O)c1 (configuration not stated)	5	5	-5	-2	4	-4	4	3	6
C[C@@H]1O[C@@H](O[C@H]2[C@H](O)[C@@H](O)[C@H](Oc3c(-c4ccc(O)cc4)oc4cc(O)cc(O)c4c3=O)O[C@@H]2CO)[C@H](O)[C@H](O)[C@H]1O	6	1	x	x	x	4	3	9	x
(list continues)
SMILES	PAFAH1B3 FP inh	PAFAH1B2 inh	LYPLA2 counter	LYPLA1 counter	EBNA-1 inhibitor	PREPL inh	PAFAH2 inh	pPAFAH inh	ZTA DNA inh
CC(C)(C)NC(=O)C1CC(=O)OC12CCOC(C)(C)C2 (configuration not stated)	10	1	8	3	13	-8	4	2	15
COc1cc(SC)ccc1C(=O)Nc1cccc(S(=O)(=O)NC2=NCCC2)c1	5	2	-7	-7	x	2	11	-1	3
O=C(NCC1CCCO1)C1CCN(CC2CCCCC2)CC1 (configuration not stated)	7	5	2	2	8	-6	0	1	-3
CC(OC(=O)c1cc[n+]([O-])cc1)C(=O)Nc1ccc(Cl)cn1 (configuration not stated)	9	0	-2	2	8	3	-5	1	-6
O=C(CSc1nnc(CNC(=O)c2c(F)cccc2F)o1)NCc1ccc(F)cc1	2	2	-6	-3	-5	7	6	-3	-11
Nc1nnc(SCC(=O)NC2CCCCC2)s1	7	-1	-14	-8	-1	-3	2	3	2
CC1=[N+](C)N(c2ccccc2)C(=O)C1N=C/C=C/c1ccccc1 (configuration not stated)	10	2	-4	-1	-11	-1	-1	-7	-4
Cc1cccn2cc(-c3cccc(S(=O)(=O)N4CCCCC4)c3)nc12	12	-1	-9	-4	10	0	6	3	23
CCOc1ccccc1N1CCN(c2nc(N)c(C#N)c(CC#N)c2C#N)CC1	-2	-3	0	-5	-4	35	-3	8	-7
O=C(NNC(=O)c1ccc(O)c(Cl)c1)c1cccc(S(=O)(=O)N2CCOCC2)c1	-1	-1	-5	-2	-4	5	-1	-6	2
Cc1ccc(S(=O)(=O)N(CC(O)CN2C(=O)NC(C)(C)C2=O)c2ccccc2)cc1 (configuration not stated)	4	-1	3	1	-4	-2	0	2	7
COc1cc(NC(=O)c2cccs2)c(OC)cc1NC(=O)CCC(=O)Nc1cccc2ncccc12	2	0	3	1	-7	4	9	4	2
Cc1ccc(-c2c[n+]3c(n2-c2ccccc2)SCC3)cc1	9	0	5	2	2	23	5	1	-3
Cc1cc(-c2ccc(S(=O)(=O)N3CCN(c4cccc(C(F)(F)F)c4)CC3)s2)on1	10	4	2	-3	-4	-28	1	1	1
Cc1cccc2c1NC(=O)C2=Nc1ccc(Cl)cc1	10	5	1	-3	4	9	0	-2	-1
c1cncc(C(c2nnnn2C2CCCC2)N2CCN(Cc3ccc4c(c3)OCO4)CC2)c1 (configuration not stated)	5	-2	0	-1	1	29	2	-1	-3
Cc1ccc(Nc2nnc(C)c3ccccc23)c(C)c1	3	7	7	1	7	10	2	7	7
Cc1c(CCC(=O)O)c(=O)oc2cc(O)ccc12	-3	4	1	-2	-7	0	0	3	8
CC(=O)Nc1nc2ccccc2n1CCN1CCOCC1	11	-1	1	-1	5	5	0	2	-11
CCn1c(SCC(=O)NCCc2ccc(F)cc2)nnc1-c1cccs1	1	3	7	-2	-6	-4	4	6	-6
Nc1nnc(SCCN2C(=O)c3ccccc3C2=O)s1	7	2	-1	8	-8	11	4	-2	-13
Cc1onc(-c2ccccc2)c1C(=O)N=C(N)c1ccc(Cl)cc1	-1	3	3	1	-1	-9	7	-2	0
CN1CCN(Cc2nc(N)nc(Nc3ccc4c(c3)OCCO4)n2)CC1	-3	9	-2	0	-20	11	8	1	-12
CCc1ccc(NC(=O)Cn2ncc3c4ccccc4n(C)c3c2=O)cc1	-16	-12	-11	-4	2	-7	-11	5	11
O=C1CSC(c2cccc(F)c2)N1c1ccccc1 (configuration not stated)	17	10	-4	-1	16	-5	3	4	8
C#CCC(NC(=O)c1ccc(C(F)(F)F)cc1)C(=O)NCCC (configuration not stated)	-3	13	7	-1	x	5	2	5	6
CC(=O)c1cccc(NS(=O)(=O)c2ccc(C(=O)Nc3ccccc3)cc2)c1	-2	-3	-5	-4	-6	9	4	-2	-5
COc1ccc(NC(=O)CN(C)C(=O)c2ccc(C)s2)cc1	2	2	6	-2	-2	-6	-5	1	3
O=C(O)c1cccc(-n2nc(-c3ccc(Cl)c([N+](=O)[O-])c3)c3ccccc3c2=O)c1	4	5	15	3	-4	-5	5	7	-5

This is a subset; the hit share may differ from the screen's.
